MPTP inh = mitochondrial permeability transition pore inhibitors, primary screen, biochemical, isolated mouse mitochondria, absorbance | inhibition, % at 10 µM | Ca2+ swelling absorbance, 30 min | hit rate 1.4% among 360,000;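 active means inhibition of 50% or more, scaled per plate between neutral and stimulator controls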;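 further: 0% = DMSO wells given calcium and 100% = 1 mM EGTA wells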
* marks the source's active call; other numbers are inactive results. This is a subset (hit frequency here may not be typical).

SMILES	MPTP inh
C=C1CCC2C(C)(C(=O)O)CCCC2(C)C1CCC(CO)CCO (stereo unspecified)	-0.5
CCc1nc2ccc(C(=O)N3CCN(C(=O)c4ccco4)CC3)cn2c1N(C)C(=O)COc1ccccc1	-1.5
CCCCCNC(=O)C(c1ccc(C#N)cc1)n1c(=O)c(-c2ccco2)nc2ccccc21 (stereo unspecified)	-0.6
COc1cc(C=NC2CCCCC2)ccc1O	-1.9
CC(=O)Nc1cccc(-c2csc(C(C)(O)c3ccc(F)c(F)c3)n2)c1 (stereo unspecified)	0.5
CC(C)(C)S(=O)N1Cc2cc(C(=O)O)nc(-c3cccc(-c4cc5ccccc5o4)c3)c2[C@H]1CCO (stereo partly specified)	-1.3
CC(=O)c1cccc(NC(=O)C2Cc3c(-c4ccccc4Oc4ccccc4)ccnc3O2)c1 (stereo unspecified)	3.8
COC(=O)[C@]12CCCCC=C1N(Cc1ccccc1)C(=O)[C@H](CC(=O)N1CCCC1)C2	1.1
C=CCN(CC=C)Cc1cc(=O)oc2cc(C)c(Cl)cc12	1.3
CN(Cc1c(F)cccc1Cl)C(=O)COC(=O)Cn1cnc2ccccc2c1=O	-0.1
CC1(C(=O)NCCC#N)CCN1C(=O)C1(c2ccccc2)CCCC1 (stereo unspecified)	0.4
COc1cccc(C(C)(O)c2nc(-c3cccc(C#N)c3)cs2)c1 (stereo unspecified)	17
C#CCN(C[C@H]1[C@H](OC(=O)Nc2c(C)noc2C)[C@H](OC(=O)Nc2c(C)noc2C)C[C@H]2C(=O)N(c3ccccc3)C(=O)[C@@H]12)S(=O)(=O)c1ccc(C)cc1	1.0
N#Cc1ccc(-c2nc3c4ccccc4ccn3c2Cc2cccc(Cl)c2)cc1	1.1
COc1cccc(OC2(C)CCN(Cc3cccn3-c3nccs3)C2)c1 (stereo unspecified)	-0.3
CCN(C)C1CN(Cc2cn(Cc3cccc(C(F)(F)F)c3)nn2)S(=O)(=O)C1 (stereo unspecified)	-0.6
CN1CCN(CCNC(=O)c2ccc(CS(=O)c3ccc(Br)cc3)o2)CC1 (stereo unspecified)	-0.9
CCOC(=O)[C@]12CCCC=C1N(Cc1cccc3ccccc13)C(=O)[C@H](CC(=O)NCCCCc1ccccc1)C2	-0.6
CCCCNC(=O)C1(C)CCN1C(=O)c1csnn1 (stereo unspecified)	0.9
COc1cc(/C=C/CN2CCC(C(=O)NC(c3ccc(F)cc3)c3ccc4ccccc4n3)CC2)ccc1OC(C)=O (stereo unspecified)	-0.2
Cc1onc(-c2c(F)cccc2Cl)c1C(=O)Oc1ccccc1	0.3
O=C(c1ccc(CS(=O)Cc2ccc(Cl)cc2)o1)N1CCN(C2CCCCC2)CC1 (stereo unspecified)	0.1
CCCNC(=O)C1(C)CCN(C(=O)c2cccc(Cl)c2)C1 (stereo unspecified)	-0.1
CCOC(=O)c1c(C)[nH]c(C(=O)OC(C)C(=O)Nc2ccc(C)cc2)c1C (stereo unspecified)	2.5
CC1(C(=O)NCc2ccccc2)CN(S(C)(=O)=O)CC(=O)N1Cc1ccc2c(c1)OCO2 (stereo unspecified)	0.9
Cc1ccc(C)c(NC(=O)CN2C(=O)C3CC=CCC3C2=O)c1 (stereo unspecified)	-0.3
CC(C)C[C@H]1CN(CCCC[C@H]2CNC(=O)C(=O)N2CC2CCCCC2)C(=O)C(=O)N1Cc1ccccc1	-1.3
Cc1cc(C)c2c(=O)n3c(nc2c1)C(Cc1ccc(O)cc1)NC(=O)c1cc2ccccc2cc1-3 (stereo unspecified)	-1.8
Cc1ccc(S(=O)(=O)N2[C@H](c3ccccc3)CC(=O)[C@@H]3CN(S(=O)(=O)c4ccccc4)[C@H](c4ccccc4)C[C@@H]32)cc1	0.5
C[C@H](O)C#Cc1ccc2c(c1)O[C@@H](CN(C)Cc1ccc(-c3ccccc3)cc1)[C@H](C)CN([C@@H](C)CO)S2(=O)=O	-1.1
OC[C@@H]1CN(Cc2ccccc2)C[C@H](n2cnc3c(N4CCOCC4)ncnc32)O1	-1.7
CC1CCN(C(=O)COC(=O)c2ccccc2NCCO)CC1	0.1
Cc1cc(NS(=O)(=O)c2ccc(NC(=O)c3ccc([N+](=O)[O-])cc3)cc2)nc(C)n1	-0.3
CCOC(=O)C1CCCN(C(=O)c2ccc3sccc3c2)CC1 (stereo unspecified)	0.7
CC(=O)c1ccc(N2CCN(C(=O)C(=O)c3cn(CC(=O)N4CCOCC4)c4ccccc34)CC2)cc1	-1.1
C[C@@H]1CN([C@@H](C)CO)S(=O)(=O)c2ccc(Br)cc2O[C@H]1CN(C)C(=O)CN(C)C	-1.4
COc1ccccc1Cc1c(C2CCCCC2)nc2c3ccccc3ccn12	2.5
COc1ccc(NC(=O)N(C)C[C@@H]2OCc3cn(nn3)CCCC(=O)N([C@@H](C)CO)C[C@H]2C)cc1	0.5
Cc1ccc2c(c1)N(Cc1ccccc1)C(=O)C(C)O2 (stereo unspecified)	0.1
Cc1ccc(N2CCN(C(=O)C(=O)c3cccc([N+](=O)[O-])c3)CC2)cc1	1.6
COCCNc1nc2cc(-c3cccc(Cl)c3)sc2c(=O)n1C	-0.9
O=C(Nc1ccccc1Cl)c1cc(C2CCCN(C(=O)c3cccs3)C2)on1 (stereo unspecified)	-0.4
CSc1nc(N)n2nccc2n1	0.7
CCOc1cc(OCC)cc(C(=O)N2CCC[C@H]2C(=O)N2CCC[C@H]2C(=O)N[C@@H](C)c2ccccc2)c1	0.3
CN(CCN1CCOCC1)C(=O)c1cc(COc2ccc(F)cc2Cl)on1	-0.4
CC(C)C[C@H]1CN(CCCC[C@H]2CNC(=O)C(=O)N2CCc2ccc(O)cc2)C(=O)C(=O)N1CCC1CCCCC1	-1.5
CCOC(=O)C1CCCN(C(=O)c2cc(F)ccc2C)CC1 (stereo unspecified)	-0.1
COCCNC(=O)C1(C)CCN(C(=O)c2ccc3sccc3c2)C1 (stereo unspecified)	-0.1
O=C(OCc1cc(=O)n2ccsc2n1)C1(c2ccccc2)CC1	0.0
CCOC(=O)[C@]12CCCC=C1N(Cc1cccc3ccccc13)C(=O)[C@H](CC(=O)NCc1cccc3ccccc13)C2	-1.4
Cc1cc(S(=O)(=O)c2ccc(Cl)cc2)nc(S(=O)(=O)c2ccc(Cl)cc2)c1C#N	-2.2
CCCOc1ccc(F)cc1-c1cc(C(=O)Nc2ccccc2)[nH]n1	0.3
CCCN(C)C[C@@H]1Oc2ncc(Br)cc2C(=O)N([C@@H](C)CO)C[C@H]1C	-0.7
CCOC(=O)N1CCN(C(=O)C[C@@H]2C[C@@]3(C(=O)OC)CCCCC=C3N(Cc3ccc(Cl)cc3Cl)C2=O)CC1	-1.9
CC1CCCC(NC(=O)c2cc(S(=O)(=O)N3CCCCC3)c[nH]2)C1C (stereo unspecified)	-1.0
Cc1ccc(C(=O)N[C@H](C(=O)N2CCN(c3ncccn3)CC2)C(C)C)cc1	0.3
CCNC(=O)C1(C)CCN(Cc2ccc(C#N)cc2)C1 (stereo unspecified)	0.5
COc1cc(C(=O)NC2CC(C)CC(C)(C)C2)cc(OC)c1OC (stereo unspecified)	-0.9
COc1ccc(NC(=O)c2cc(C3CCCCN3C(=O)CCCc3ccccc3)on2)c(C)c1 (stereo unspecified)	0.7
CCC(C)CN1C(=O)CN(S(C)(=O)=O)CC1(C)C(=O)Nc1ccc2c(c1)OCCO2 (stereo unspecified)	-0.1
(continued)
SMILES	MPTP inh
Cc1ccc2c(C)c(C(=O)NCC3CCOCC3)oc2c1C	0.7
COC(=O)[C@]12CCCCC=C1N(Cc1ccc3c(c1)OCO3)C(=O)[C@H](CC(=O)NCCC(C)C)C2	1.2
CCN(CC)C(=O)Cn1cc(S(=O)(=O)CC(=O)Nc2cccc(NC(C)=O)c2)c2ccccc21	-1.8
NC(Cc1ccc(C(F)(F)F)cc1)c1csc(Nc2nncc3ccccc23)n1 (stereo unspecified)	7.2
C=CCn1c(SCC(=O)Nc2ccc(Br)cc2)nc(O)cc1=O	-0.4
COCCN(C(=O)COC(=O)CCC1CCCCC1)c1c(N)n(Cc2ccccc2)c(=O)[nH]c1=O	-1.8
NC(c1ccncc1)c1ccc(Cl)cc1 (stereo unspecified)	-1.8
CC(C)CN(C(=O)COC(=O)CCSc1ccc(Cl)cc1)c1c(N)n(Cc2ccccc2)c(=O)[nH]c1=O	1.0
COc1cc2oc(=O)cc(CN3CCCCCCC3)c2cc1Cl	1.2
CCc1cc(-c2cnnn2CCc2c[nH]c3ccccc23)ccc1-c1cn(CC(C)C)nn1	-0.6
Cc1ccccc1NC(=O)c1cc(S(=O)(=O)N2CCCCC2)ccc1N1CCOCC1	0.4
[N-]=[N+]=NC(c1ccccc1)C(NC(=O)c1cc(C(F)(F)F)cc(C(F)(F)F)c1)c1ccccc1 (stereo unspecified)	68*

Nothing new here: 14 of the compounds above.
SMILES	MPTP inh
Cc1ccc(C(=O)N[C@H](C(=O)N2CCN(c3ncccn3)CC2)C(C)C)cc1	0.3
CCNC(=O)C1(C)CCN(Cc2ccc(C#N)cc2)C1 (stereo unspecified)	0.5
COc1cc(C(=O)NC2CC(C)CC(C)(C)C2)cc(OC)c1OC (stereo unspecified)	-0.9
COc1ccc(NC(=O)c2cc(C3CCCCN3C(=O)CCCc3ccccc3)on2)c(C)c1 (stereo unspecified)	0.7
CCC(C)CN1C(=O)CN(S(C)(=O)=O)CC1(C)C(=O)Nc1ccc2c(c1)OCCO2 (stereo unspecified)	-0.1
Cc1ccc2c(C)c(C(=O)NCC3CCOCC3)oc2c1C	0.7
COC(=O)[C@]12CCCCC=C1N(Cc1ccc3c(c1)OCO3)C(=O)[C@H](CC(=O)NCCC(C)C)C2	1.2
CCN(CC)C(=O)Cn1cc(S(=O)(=O)CC(=O)Nc2cccc(NC(C)=O)c2)c2ccccc21	-1.8
NC(Cc1ccc(C(F)(F)F)cc1)c1csc(Nc2nncc3ccccc23)n1 (stereo unspecified)	7.2
C=CCn1c(SCC(=O)Nc2ccc(Br)cc2)nc(O)cc1=O	-0.4
COCCN(C(=O)COC(=O)CCC1CCCCC1)c1c(N)n(Cc2ccccc2)c(=O)[nH]c1=O	-1.8
NC(c1ccncc1)c1ccc(Cl)cc1 (stereo unspecified)	-1.8
CC(C)CN(C(=O)COC(=O)CCSc1ccc(Cl)cc1)c1c(N)n(Cc2ccccc2)c(=O)[nH]c1=O	1.0
COc1cc2oc(=O)cc(CN3CCCCCCC3)c2cc1Cl	1.2

Continuation:
SMILES	MPTP inh
Cc1ccc2nc(CC(O)(c3ccccc3)c3ccccc3)ccc2c1	0.9
CN(C)c1ccc(-c2ccnc3c2CC(C)(C(=O)Nc2ccc(F)c(Cl)c2)O3)cc1 (stereo unspecified)	1.6
COc1cc(NC(=O)c2cc(-c3cc(F)ccc3OC(C)C)n[nH]2)cc(OC)c1OC	1.0
COC(=O)C1=C(C(=O)OC)C2C=CC1C1C(OC(C)=O)C(OC(C)=O)C21 (stereo unspecified)	-1.3
O=C(Nc1ccccc1F)c1csc(COCCO)n1	1.0
CC(C)CN(C(=O)CN(C)C(=O)Cc1c(F)cccc1Cl)c1c(N)n(CC(C)C)c(=O)[nH]c1=O	5.3
CC(=O)c1ccc(Nc2nc(C(N)Cc3ccc(C(F)(F)F)cc3)cs2)cc1 (stereo unspecified)	2.6
CC(CN1CC(=O)NC(=O)C1)N1CC(=O)NC(=O)C1 (stereo unspecified)	0.7
Cc1ccc(CN2CCC(C(=O)c3ccc(F)cc3)CC2)cc1	-0.7
COc1ccc(Cn2cc(CN3CC(N4CCN(C)CC4)CS3(=O)=O)nn2)cc1 (stereo unspecified)	-0.1
CC1(C(=O)NCc2cccs2)Cc2c(-c3ccccc3)ccnc2O1 (stereo unspecified)	0.0
COc1ccc(-c2nc3ccc(Br)cn3c2CC(C)(C)C)cc1OC	-0.4
CCCN(CCC)Cc1cc(=O)oc2cc(OC)c(Cl)cc12	0.9
COc1cc(C(=O)N2CCCC(C)(C(=O)NS(=O)(=O)C3CC3)C2)cc(OC)c1OC (stereo unspecified)	0.2
O=[N+]([O-])c1ccc(S(=O)(=O)N2CCN(c3ccccn3)CC2)cc1	1.2
CCCCN1C(=O)C(CC(=O)NCc2ccco2)CC(C(=O)N(CC)CC)=C1C (stereo unspecified)	-0.5
COCCNc1ncnc2c1ncn2[C@H]1CN(CCc2ccccc2)C[C@@H](CO)O1	-0.3
COc1ccc(N2CCN(C(=O)Oc3ccc([N+](=O)[O-])cc3)CC2)cc1	-0.5
CCc1c(O)nc(SCC(=O)Nc2ccc(Cl)cc2)n(-c2ccccc2)c1=O	0.0
O=C(O)C1C2CCC1C(O)C2 (stereo unspecified)	0.7
C[C@H]1CN([C@@H](C)CO)S(=O)(=O)c2ccc(-c3ccccc3)cc2O[C@H]1CN(C)C(=O)C1CCC1	-0.1
Fc1cccc(Cc2c(-c3ccc(Cl)cc3)nc3ccc(Br)cn23)c1	-0.2
OC[C@@H]1CN(CCN2CCOCC2)C[C@H](n2cnc3c(Nc4ccccc4)ncnc32)O1	-0.5
COc1ccccc1N1CCN(c2ccc3c(c2)S(=O)(=O)c2cccc(C(=O)NCc4cccc(F)c4)c2C3=O)CC1	-0.2
CCCCN1C(=O)C(CC(=O)NCC2CCCCC2)CC(C(=O)N(C(C)C)C(C)C)=C1C (stereo unspecified)	0.5
Cc1ccsc1CNC(=O)C1(C)CCN1C(C)C (stereo unspecified)	-0.4
CCN(CCc1ccccc1)c1ccc2c(c1)C1CC2CCN1Cc1ccccc1 (stereo unspecified)	1.8
COc1ccc(C#Cc2ccc3c(c2)O[C@H](CN(C)S(=O)(=O)c2ccccc2F)[C@H](C)CN([C@H](C)CO)S3(=O)=O)cc1	1.9
O=C(NCc1ccco1)c1ccc2sc([C@H]3C[C@H](O)[C@@H](CO)O3)nc2c1	-0.1
CC(C)CNC(=O)C1(C)CCCN1C(=O)c1ccncc1 (stereo unspecified)	-1.6
COc1ccc(C(C(=O)Nc2c(C)cccc2C)n2c(=O)c(-c3ccco3)nc3ccccc32)cc1 (stereo unspecified)	1.8

Assay outcomes as filed in PubChem.
